UHRF1 MBD2 ctr – UHRF1 methylated DNA binding inhibitors, primary screen, counter-screen for MBD2 inhibitor project, biochemical, TR-FRET, human UHRF1, single concentration; UHRF1 binding to methylated oligo; inhibition, % at 4.4 µM; hit rate 0.75% among 370,000; AID 687016, 2013; in the data active = inhibition above about 21%;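 also: UHRF1 SRA domain binding a hemimethylated CpG hairpin DNA probe; 0% = median of test compound wells and 100% = reference inhibitor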
PRMT1 inh – PRMT1 methyltransferase inhibitors, primary screen, biochemical, fluorescence polarization; recombinant PRMT1, activity-based probe fluorescence polarization; inhibition, % at 2.79 µM; hit rate 1.3% among 370,000;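 active = inhibition above about 21% made by adding two undisclosed values, limit read from the data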
NPR1 activator – GC-A stimulated cGMP production enhancers – HEK293 GC-A cells, cGMP TR-FRET, EC30 ANP, primary screen. Atrial natriuretic peptide receptor 1 (Homo sapiens), P16066. 0% at EC30 ANP, 100% saturating ANP. activation, % at 10 µM. hit rate 0.14% among 370,000; in the data active = activation above about 40%
Target sequence (P16066 whole entry, looked up): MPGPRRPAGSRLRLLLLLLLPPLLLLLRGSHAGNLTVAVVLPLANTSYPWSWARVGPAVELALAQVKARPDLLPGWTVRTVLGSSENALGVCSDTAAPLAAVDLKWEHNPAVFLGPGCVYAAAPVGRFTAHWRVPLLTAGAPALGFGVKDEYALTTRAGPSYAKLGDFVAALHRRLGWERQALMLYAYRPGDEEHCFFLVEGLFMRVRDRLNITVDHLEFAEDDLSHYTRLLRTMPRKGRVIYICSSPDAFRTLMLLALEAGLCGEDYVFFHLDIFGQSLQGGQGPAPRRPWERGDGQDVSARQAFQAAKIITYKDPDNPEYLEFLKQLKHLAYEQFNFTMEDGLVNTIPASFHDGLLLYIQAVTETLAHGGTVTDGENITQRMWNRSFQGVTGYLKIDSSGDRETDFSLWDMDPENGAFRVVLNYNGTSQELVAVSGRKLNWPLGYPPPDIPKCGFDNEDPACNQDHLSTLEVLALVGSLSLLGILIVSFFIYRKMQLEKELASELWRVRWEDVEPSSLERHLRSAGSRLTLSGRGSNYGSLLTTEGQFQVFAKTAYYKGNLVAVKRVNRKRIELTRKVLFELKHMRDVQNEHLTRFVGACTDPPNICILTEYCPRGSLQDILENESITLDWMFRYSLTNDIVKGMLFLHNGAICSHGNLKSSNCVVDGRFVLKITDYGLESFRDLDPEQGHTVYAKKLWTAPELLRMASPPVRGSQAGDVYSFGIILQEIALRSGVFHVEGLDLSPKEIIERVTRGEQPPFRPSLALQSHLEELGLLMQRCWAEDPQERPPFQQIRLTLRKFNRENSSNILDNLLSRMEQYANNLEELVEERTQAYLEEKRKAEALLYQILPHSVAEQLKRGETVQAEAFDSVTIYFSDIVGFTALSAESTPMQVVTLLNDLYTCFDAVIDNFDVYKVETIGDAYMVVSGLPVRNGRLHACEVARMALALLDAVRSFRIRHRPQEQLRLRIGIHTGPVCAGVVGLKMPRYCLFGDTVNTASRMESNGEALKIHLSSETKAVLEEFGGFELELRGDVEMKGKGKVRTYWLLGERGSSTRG
MBD2 inh – inhibitors of MBD2 binding to methylated DNA, primary screen, biochemical, TR-FRET, DNA-binding domain, human; Methyl-CpG-binding domain protein 2 (Homo sapiens), Q9UBB5; MBD2 binding to methylated oligonucleotide; inhibition, % at 4.4 µM; hit rate 0.31% among 370,000; AID 686964, 2013; in the data active = inhibition above about 13%
SIAE inh – human SIAE inhibitors, primary screen, biochemical, fluorescence polarization, FP-Rh probe, 1536-well HTS; Sialate O-acetylesterase (Homo sapiens), Q9HAT2; SIAE FP-Rh probe binding; inhibition, % at 9.66 µM; hit rate 0.69% among 370,000; AID 1053197, 2014;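 active = inhibition above a cutoff: mean of compounds within the control limits plus 3 SD of those, cut at about 17% in these data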;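 also: 0% = plate median of compound wells and 100% = probe without SIAE protein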
ABHD4 inh – ABHD4 inhibitors, primary screen, biochemical, fluorescence polarization, mouse; inhibition, % at 8.92 µM; hit rate 0.54% among 370,000; purified mABHD4, FP-Rh probe fluorescence polarization; (Lyso)-N-acylphosphatidylethanolamine lipase (Mus musculus), Q8VD66;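 active = inhibition exceeding the mean over every tested compound plus 3 SD, cut at about 30% in these data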;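 also: 0% = plate median of compound wells and 100% = S159A mutant with DMSO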
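Assay system: Wild-type mouse ABHD4 protein | Medium: HEPES pH 7.0 buffer, 150 mM NaCl, 0.01% Pluronic F-127 | Incubation: Enzyme–compound pre-incubation 45 min, then probe 60 min, both 25 °C | Technique: Fluorescence polarization with parallel and perpendicular emission, 525/598 nm | Evaluation: % inhibition of FP-Rh probe binding versus controls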
HTRA1 inhibitor – HTRA1 serine protease inhibitors, primary screen, biochemical, fluorescence polarization, HTS; hit rate 0.5% among 340,000; recombinant HTRA1, FP-rhodamine activity-based probe; inhibition, % at 5.96 µM; Q92743; in the data active = inhibition above about 36%;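 also: 0% = enzyme with DMSO and 100% = wells lacking enzyme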
GC-B act – human GC-B receptor activators, primary screen, HEK293 GC-B cells, cGMP TR-FRET, EC30 CNP; Atrial natriuretic peptide receptor 2 (Homo sapiens), P20594; 0% at EC30 CNP, 100% saturating CNP; activation, % at 10 µM; hit rate 0.11% among 370,000; AID 1920062, 2024;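 active = activation at 10 µM reaching about 35% in either raw or pattern-adjusted values, limit read from the data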
TCR CD3 inh – inhibitors of human TCR-CD3 interaction, primary screen, biochemical, fluorescence, TAMRA-labeled TCR probe. hit rate 0.37% among 360,000. T-cell receptor (TCR). inhibition, % at 9.4 µM; in the data active = inhibition above about 19%;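 also: recombinant mutant TCR 2C K166C tagged with TAMRA read by polarization; 0% = receptor in buffer alone and 100% = receptor with positive control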
rCAG binder – binders of r(CAG) RNA repeats, primary screen, biochemical, fluorescence; inhibition, % at 3 µM; hit rate 1.3% among 370,000; r(CAG) RNA repeat, TO-PRO-1 dye displacement fluorescence;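 active = inhibition above the plate cutoff, the mean of all test compounds on that plate plus 3 SD, cut at about 35% in these data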;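 also: 0% = DMSO alone and 100% = 100 µM mitoxantrone as full dye displacement; higher means more dye released from RNA so lower well fluorescence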
* marks the source's active call; other numbers are inactive results; . = no result given. The list is partial; count on the stated rates, not on these rows.

SMILES	UHRF1 MBD2 ctr	PRMT1 inh	NPR1 activator	MBD2 inh	SIAE inh	ABHD4 inh	HTRA1 inhibitor	GC-B act	TCR CD3 inh	rCAG binder
COc1ccc(C(CNC(=O)c2sccc2C)N2CCOCC2)cc1 (stereo not given)	-2	-2	-9	1	-2	-1	6	-5	6	-5
COc1ccc(Cl)cc1NC(=O)Cn1c(NCCO)nc2ccccc21	-2	-2	-6	-2	2	-1	-4	0	4	4
CCc1noc(C)c1C(=O)Nc1cc(S(=O)(=O)N2CCCCC2)ccc1N(C)C	1	-1	-1	6	1	7	2	-1	0	-15
CCn1c(Cn2nnc(-c3ccccc3)n2)nnc1SCC(=O)N1CCOCC1	0	-3	4	1	-3	-3	6	2	5	-3
O=S(=O)(c1cccc(NC(=S)Nc2ccc(Br)cc2Cl)c1)N1CCOCC1	3	-2	-4	2	1	-5	3	-8	6	2
COC(=O)N/N=C/c1cc(N=Nc2ccccc2Cl)ccc1O	0	-2	25	2	-12	2	5	-10	17	21
CC1CCCC(NC(=O)COC(=O)/C=C/c2ccc([N+](=O)[O-])cc2)C1C (stereo not given)	4	-1	0	-2	5	8	-3	-1	-3	4
CCOC(=O)C1CCN(C(=O)C(=O)Nc2ccc3nc4n(c(=O)c3c2)CCCCC4)CC1	4	-1	2	-3	-7	-1	4	6	-2	2
Cc1cc(C)n(CCc2nc(-c3ccco3)cs2)n1	1	40*	-4	2	7	4	9	-4	11	11
O=C(Nc1ccccc1C(=O)N1CCOCC1)c1ccc([N+](=O)[O-])cc1	-2	-3	-1	-3	-1	-9	-2	2	0	-2
O=C(CSc1ccc(F)cc1)NC1CCCCC1	3	-1	1	0	-5	-2	-1	0	0	-2
COc1ccc(S(=O)(=O)N2CCN(C)CC2)c(C)c1	-1	-1	5	-5	6	2	6	-2	2	-2
COc1cc(OC)c2c(-c3cccc(-c4ccc(C(F)(F)F)cc4)c3)cc(=O)oc2c1	0	-5	3	-4	-2	-2	-6	-3	-1	4
O=C(NC1CCCC1)C(c1ccccn1)N(C(=O)c1csnn1)C1CCCC1 (stereo not given)	0	2	0	-5	10	2	1	0	3	-3
COc1ccc(NC(=O)Cc2ccc(C)c(C)c2)cc1Cl	0	-4	1	1	3	-8	-2	3	3	-2
NC(=O)CC(NC(=O)c1ccccc1)c1ccc(N2CCN(c3ccccc3)CC2)c([N+](=O)[O-])c1 (stereo not given)	-2	-1	-4	5	-6	-3	12	-2	-2	-2
CC(C)N1CC2(CC(c3ccccc3F)=NO2)CN1C(=O)c1ccc(C(C)(C)C)cc1 (stereo not given)	1	-4	-2	0	-2	6	-25	-2	-9	1
CNc1ncc(C(=O)c2ccccc2)s1	-2	0	2	-6	-1	-6	7	-2	4	0
CC1CCCN(c2ncnc3c2cnn3-c2ccccc2)C1 (stereo not given)	2	7	0	4	0	4	0	-1	-3	12
N#Cc1c2n(c3c(=O)n(Cc4ccccc4Cl)cnc13)CCCC2	5	-1	5	1	5	-3	6	1	-3	3
CCOc1ccc(C(Nc2ccc(C)cc2)P2(=O)OCC(C)(C)CO2)cc1 (stereo not given)	4	-2	10	3	0	3	4	2	0	-9
COc1ccc(C2CC(c3ccccc3OC(C)=O)=NN2C(=O)/C=C/c2ccccc2)cc1OC (stereo not given)	1	1	1	0	-2	-14	-1	0	0	2
COC(=O)c1cc2oc(C)cc2n1CC(=O)N(C)c1ccccc1	1	3	-11	1	6	-1	-4	-4	2	-6
COc1ccc(NC(=S)NC(NC(=O)C(C)C)C(Cl)(Cl)Cl)c([N+](=O)[O-])c1 (stereo not given)	-15	5	0	-15	-3	3	1	-2	2	10
N#CCC(=O)Nc1ccc(C(=O)NNC(=O)CCN2CCN(c3ccccc3)CC2)cc1	-4	0	0	2	3	0	2	8	-1	14

The last two entries of the part before lead into the next:
SMILES	UHRF1 MBD2 ctr	PRMT1 inh	NPR1 activator	MBD2 inh	SIAE inh	ABHD4 inh	HTRA1 inhibitor	GC-B act	TCR CD3 inh	rCAG binder
COc1ccc(NC(=S)NC(NC(=O)C(C)C)C(Cl)(Cl)Cl)c([N+](=O)[O-])c1 (stereo not given)	-15	5	0	-15	-3	3	1	-2	2	10
N#CCC(=O)Nc1ccc(C(=O)NNC(=O)CCN2CCN(c3ccccc3)CC2)cc1	-4	0	0	2	3	0	2	8	-1	14
Cn1c(=O)n(C)c2cc(/C=N/NC(=O)c3ccc(Cl)cc3Cl)ccc21	-2	-1	5	-5	0	3	2	7	-1	-1
Cc1ccccc1-c1cc(C(=O)NCc2ccc3c(c2)OCO3)nn1CC1CC(c2cccc([N+](=O)[O-])c2)=NO1 (stereo not given)	-1	2	1	2	-5	-7	-15	-1	7	6
CCN(c1ccccc1)S(=O)(=O)c1cccc(C(=O)N(C)CC(=O)Nc2ccc(F)c(F)c2F)c1	-1	-3	-2	-3	10	-2	-3	5	4	-3
CC(C)(C)OC(=O)N(Cc1ccccc1)Cc1ccccc1OCc1cccc(NC(=O)C2CC2)c1	1	0	2	-2	-16	-30	-53	-1	5	7
C[C@@H]1CN([C@H](C)CO)C(=O)CCCn2cc(nn2)CO[C@H]1CN(C)C(=O)Nc1cccc(F)c1	0	0	2	0	2	2	2	3	4	0
Oc1ccc(-c2nc(-c3ccc(O)c(O)c3)cs2)cc1	0	19	-2	5	11	33*	55*	-11	-3	23
CN(Cc1ccc(F)cc1)C(=O)c1sccc1-c1ccccc1	-1	-2	-5	2	-10	-4	-5	-9	0	-3
COc1ccccc1N1N=C(c2cccs2)CC1c1ccccc1 (stereo not given)	-4	-5	20	4	12	2	-2	-3	12	1
CCCN(C(=O)c1cc(S(=O)(=O)N(C)c2ccc(OCC)cc2)ccc1C)C1CCS(=O)(=O)C1 (stereo not given)	0	-6	1	-7	8	-5	-3	-2	6	4
COc1ccc(C(C)(C)C)cc1NC(=O)C1CC(=O)N(C2CCCC2)C1 (stereo not given)	-1	3	-1	4	0	-3	2	4	0	-2
CCN(C(=O)C(C)OC(=O)c1nn(-c2ccccc2C(F)(F)F)cc1O)c1ccccc1 (stereo not given)	-1	-3	-1	-1	-2	-3	-4	1	5	2
N/C(Cc1ccc(Cl)cc1Cl)=N\OC(=O)Cc1ccc(Cl)cc1	-1	-1	3	3	2	-2	-7	7	6	-2
Cc1cc(NC(=O)CN2CCCC2c2nc3ccccc3s2)no1 (stereo not given)	-1	1	2	3	-4	4	3	2	-2	-1
O=C(NC1CCCCC1)C(c1ccncc1)N(Cc1ccccc1)C(=O)c1ccc(-c2ccccc2)[nH]1 (stereo not given)	2	7	-1	2	-9	0	-44	-7	8	4
Cc1noc(C)c1COC(=O)CCCNC(=O)c1ccc(Cl)cc1	0	-2	-3	0	-2	-6	8	2	1	-5
CCCn1c(SCC(=O)/C(C#N)=C(\C)N)n[nH]c1=O	4	0	-4	2	-7	-3	-1	-1	7	3
CC(=O)Nc1cccc(-c2ccnc3c2CC(C(=O)NCc2cccs2)O3)c1 (stereo not given)	1	-9	-5	-1	-1	4	.	-4	-1	-2
CC(N=C1CC(C)(C)CC(=O)/C1=C(/O)CCCN1C(=O)c2ccccc2C1=O)C(=O)O (stereo not given)	0	-3	1	-5	-2	-4	13	2	0	-4
CC(=O)Nc1ccccc1P(=O)(c1ccccc1)c1ccccc1OC(C)=O (stereo not given)	14	3	5	5	-5	-4	1	8	3	-5
COc1ccccc1CC(=O)Nc1cccc(F)c1	7	2	-2	0	-7	-11	-1	6	1	-1
CCn1c(C)[n+](Cc2ccccc2)c2ccc(C(=O)OC)cc21	-1	-1	1	1	5	0	0	2	1	-2
O=C(CCN1C(=O)c2ccccc2S1(=O)=O)NCc1ccccc1Cl	-1	-1	2	-2	1	-2	9	-4	-1	0
COC(=O)c1scc(C)c1NS(=O)(=O)c1ccc(NC(C)=O)cc1	-2	1	2	0	6	3	2	2	-4	-3
O=C(NCC1CCCCC1)c1ccc([N+](=O)[O-])cc1	-3	1	0	3	6	3	-2	-2	-6	-4
O=C(CCc1ccccc1)Nc1ccc(NC(=O)c2ccco2)nc1	-5	-2	-1	-1	-6	8	-7	4	-3	2
NS(=O)(=O)c1ccc(NC(=O)/C=C/c2ccc(S(=O)(=O)NCc3ccco3)cc2)cc1	0	0	1	-2	-34	-29	-28	6	1	23

Four entries out of the list, arranged by length of the SMILES, largest number first.
SMILES	UHRF1 MBD2 ctr	PRMT1 inh	NPR1 activator	MBD2 inh	SIAE inh	ABHD4 inh	HTRA1 inhibitor	GC-B act	TCR CD3 inh	rCAG binder
C[C@@H]1CN([C@H](C)CO)C(=O)CCCn2cc(nn2)CO[C@H]1CN(C)C(=O)Nc1cccc(F)c1	0	0	2	0	2	2	2	3	4	0
CCCn1c(SCC(=O)/C(C#N)=C(\C)N)n[nH]c1=O	4	0	-4	2	-7	-3	-1	-1	7	3
Oc1ccc(-c2nc(-c3ccc(O)c(O)c3)cs2)cc1	0	19	-2	5	11	33*	55*	-11	-3	23
COc1ccccc1CC(=O)Nc1cccc(F)c1	7	2	-2	0	-7	-11	-1	6	1	-1
